Mm-Cpn inhibitor = M. maripaludis TRiC chaperonin inhibition | AID 504842 | actives 0.031% (n = 330,000) | Potency, µM (highest dose often 76.9 µM), for the others: at the top dose activity, negative = inhibition, actives largely listed as inhibitors | purified Mm-Cpn ATPase, ADP Transcreener TR-FRET; further: potency means the concentration at half of the fitted maximal effect; on the % scale 0 is the no-effect control and ±100 the full control effect; nearly all actives have a fitted effect of over 80% in size
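ATPase read-out: TR-FRET ADP immunoassay (anti-ADP Eu cryptate vs ADP-d2), ex 320 nm, em 590/665 nm; signal drops as ADP forms. Enzyme 25 nM, ATP 10 uM, 30 min at 37°C after 10 min compound preincubation.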
Akt phos inh = inhibitors of Akt phosphorylation; activity change, % for hits at 50 µM; Neuro2A IGF-stimulated pAkt S473 HTRF, 20 min; hits give low values; actives 0.32% (n = 360,000); in the data active means activity change below about -80%; inconclusive means mostly about -51% to -80%; further: on the % scale 0 is the no-effect control and ±100 the full control effect
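Neuro2A cells in DMEM with 0.5% FBS, overnight at 37 deg C, given compound at single 50 µM final, then IGF (6 nM final) for 20 min at 37 deg C. Lysed; phospho-Akt Ser473 by HTRF after 24 h, 665/615 ratio.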
EPAC2 agonist = EPAC2 (human) agonism; Q8WZA2; EPAC2 activation, biochemical qHTS; response scale: 100% = 6.5 mM cAMP response; Potency, µM (titrated, usually from 154 µM), without a hit: top-dose activation, usual class: activators; actives 0.079% (n = 360,000); AID 720711; further: potency means the concentration at half of the fitted maximal effect; nearly all actives have a fitted effect of over 50% in size
Target sequence (Q8WZA2 whole entry, looked up): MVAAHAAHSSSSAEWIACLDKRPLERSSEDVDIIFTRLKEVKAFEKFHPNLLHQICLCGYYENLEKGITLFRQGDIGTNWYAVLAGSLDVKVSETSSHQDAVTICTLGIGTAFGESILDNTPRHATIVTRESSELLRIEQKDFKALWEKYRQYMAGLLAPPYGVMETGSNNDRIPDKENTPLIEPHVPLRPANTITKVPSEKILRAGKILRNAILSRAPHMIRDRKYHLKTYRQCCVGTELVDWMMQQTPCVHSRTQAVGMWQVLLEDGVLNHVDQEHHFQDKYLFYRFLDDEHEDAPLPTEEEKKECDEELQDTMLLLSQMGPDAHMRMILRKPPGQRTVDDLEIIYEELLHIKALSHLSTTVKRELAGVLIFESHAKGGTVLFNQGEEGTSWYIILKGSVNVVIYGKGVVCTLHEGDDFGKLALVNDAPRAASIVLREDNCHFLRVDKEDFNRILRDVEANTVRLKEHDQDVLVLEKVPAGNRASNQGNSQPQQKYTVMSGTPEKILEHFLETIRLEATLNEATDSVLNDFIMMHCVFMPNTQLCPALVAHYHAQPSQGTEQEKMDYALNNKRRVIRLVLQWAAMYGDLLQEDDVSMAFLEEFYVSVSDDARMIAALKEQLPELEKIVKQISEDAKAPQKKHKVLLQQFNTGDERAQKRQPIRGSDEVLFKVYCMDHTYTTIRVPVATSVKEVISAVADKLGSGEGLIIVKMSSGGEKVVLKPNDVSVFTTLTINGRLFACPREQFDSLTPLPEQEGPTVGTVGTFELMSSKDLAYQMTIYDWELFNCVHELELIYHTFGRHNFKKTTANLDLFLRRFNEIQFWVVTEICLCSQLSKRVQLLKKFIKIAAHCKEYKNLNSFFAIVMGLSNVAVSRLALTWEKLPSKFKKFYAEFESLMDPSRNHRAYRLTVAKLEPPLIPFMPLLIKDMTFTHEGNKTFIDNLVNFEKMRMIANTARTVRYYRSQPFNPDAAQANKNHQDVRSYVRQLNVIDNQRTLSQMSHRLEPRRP
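Compounds were titrated in qHTS against a Rap1B-BODIPY-GDP (250 nM) complex with EPAC2 (100 nM) and GDP (50 uM). BODIPY-GDP release tracked at 480/540 nm over 30 min at room temperature, normalized to 6.5 mM cAMP.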
EPAC2 antagonist = blocks human EPAC2 exchange factor. Q8WZA2. EPAC2 GEF exchange of Rap1B-BODIPY-GDP, fluorescence. Potency, µM (top dose mostly 114 µM), for the others: top-dose activity, negative = inhibition, hits mostly inhibitors. actives 0.18% (n = 360,000). AID 720708; further: potency means the concentration at half of the fitted maximal effect; on the % scale 0 is the no-effect control and ±100 the full control effect; nearly all actives have a fitted effect of over 45% in size; many of its hits are not listed in these tables
Nrf2 ARE act = Nrf2 pathway activation; AREc32 ARE-luciferase reporter (MCF7-derived line), luminescence, 24 h; Potency, µM (top dose mostly 46.1 µM), without a hit: at the top dose activation, hits mostly activators; actives 0.31% (n = 410,000); further: potency means the concentration at half of the fitted maximal effect; % of control where 0% means no effect; nearly all actives have a fitted effect of over 65% in size
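AREc32 cells carrying an ARE-driven firefly luciferase reporter were seeded at 1000 cells/well in OPTI-MEM with 5% FBS, then exposed to compound for 24 hr at 37 deg C. Luminescence was read with Steady-Glo after 30 min at RT.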
TGFb SMAD3 inh = inhibitors of TGF-b signaling; HepG2 CAGA-GFP TGF-b/SMAD3 reporter, GFP fluorescence, 18 h; TGF-beta stimulated, 500 pg/mL final; actives 1.2% (n = 410,000); Potency, µM (doses to about 46.1 µM), without a hit: at the highest dose activity, negative = inhibition, most hits filed as inhibitors; further: potency means the concentration at half of the fitted maximal effect; on the % scale 0 is the no-effect control and ±100 the full control effect; nearly all actives have a fitted effect of over 65% in size
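TGF-beta reporter screen: HEPG2 CAGA-GFP, 1% FBS, 500 pg/mL TGF-beta final, 18 h; per-cell GFP summed per well; curves fitted and categorized by class.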
Nrf2 block = inhibitors of Nrf2 signaling; A549 ARE-Fluc reporter, luciferase luminescence, 18-24 h; actives 2.1% (n = 360,000); Potency, µM (titrated, usually from 46 µM), inactives show top-dose activity change, negative = inhibition, most hits filed as inhibitors; further: potency means the concentration at half of the fitted maximal effect; on the % scale 0 is the no-effect control and ±100 the full control effect; nearly all actives have a fitted effect of over 60% in size
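Nrf2 function is reported as luminescence of an ARE-controlled luciferase in A549 cells. Compounds were tested at several concentrations, and a CellTiter-Fluor read on the same wells flagged cytotoxicity.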
CCT modulator = changes cytosolic chaperonin activity; purified chaperonin ATPase assay, HTRF ADP detection, 30 min; activity change, % (no concentration beside the values), hits read low; actives 0.3% (n = 360,000); in the data active means activity change below about -30%; further: on the % scale 0 is the no-effect control and ±100 the full control effect
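TRiC at 40 or 20 nM final (batch-dependent) in 30 mM Tris pH 7.4, 100 mM KCl, 5 mM MgCl2, 1 mM DTT, with compound at single 76 uM and 10 uM ATP, 30 min at 37 deg C. ADP detected by HTRF Transcreener, 665/615 ratio.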
A549 tox = kills or reduces viability of A549 cells in Nrf2 counter-screen | AID 504648 | A549 ARE-Fluc cells, CellTiter-Fluor viability, 18-24 h | actives 0.16% (n = 390,000) | Potency, µM (series often up to 46 µM), inactives show at the top dose activity change, negative = cytotoxicity, usual class: inhibitors; further: potency means the concentration at half of the fitted maximal effect; on the % scale 0 is the no-effect control and ±100 the full control effect
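Cytotoxicity counterscreen: CellTiter-Fluor fluorescence was measured in A549 ARE_Fluc cells after 18-24 h of compound exposure in a concentration series. The subsequent BugLite luminescent read reports ARE-luciferase activity.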
Active calls of the source: *; i = inactive; ? = inconclusive; nt = no result given. Unless noted, the call rests on the fitted dose curve; in most records, active means well fitted curve in the direction sought with a large enough effect; inconclusive means small, poorly fitted or top-dose-only effect, or another doubt; inactive means no such curve, though single readings can be large; an effect the other way counts as inactive or inconclusive.

#	compound	Mm-Cpn inhibitor	Akt phos inh	EPAC2 agonist	EPAC2 antagonist	Nrf2 ARE act	TGFb SMAD3 inh	Nrf2 block	CCT modulator	A549 tox
1	CC(c1ccon1)N(C)Cc1cn[nH]c1-c1ccc(-c2ccccc2)cc1 (configuration not stated)	0.6%	i	25.2%	-15.3%	-0.4%	-15.0%	-19.2%	1.8	0.9%
2	CC(C)c1csc(CN2CCC(CCC(=O)NCC3CCCO3)CC2)n1 (configuration not stated)	1.0%	i	10.6%	-1.0%	0.3%	-3.9%	1.6%	-5.1	6.9%
3	Cc1nc(SCC(=O)NC2CCCC2)c2oc3ccccc3c2n1	nt	i	-0.7%	5.5%	0.2%	-3.3%	nt	0.6	nt
4	CCOC(=O)/C=C/C(=O)OCC(=O)Nc1ccc(Cl)cc1Cl	-0.1%	i	5.1%	-0.1%	7.4%	0.2%	-19.6%	-2.7	-4.9%
5	COc1cc(-c2nnc3sc(C4CCCCC4)nn23)cc(OC)c1OC	-3.4%	i	8.4%	-20.7%	-0.1%	?	13µM*	-2.0	-0.2%
6	O=C(NCCCN1CCCC1=O)c1sc2ccccc2c1Cl	-9.5%	i	2.5%	-17.1%	0.6%	1.4%	?	0.1	-1.7%
7	COc1ccc(Cl)cc1C(=O)CSc1nnnn1C1CCCCC1	-9.2%	i	10.8%	-1.7%	4.7%	-6.7%	0.0%	-2.6	18.5%
8	C[C@@H](NC(=O)OC(C)(C)C)C(=O)NCC1CCC(C(=O)N[C@@H](Cc2ccccc2)C(=O)O)CC1 (some centres not stated)	0.1%	i	11.7%	-2.8%	-0.4%	6.9%	-6.7%	-1.0	-5.3%
9	CN(CC(=O)Nc1cccc(F)c1)C(=O)CSc1ccc(Br)cc1	1.2%	i	20.4%	-11.6%	2.7%	-25.7%	-9.1%	-3.7	1.1%
10	CC1(C)Cc2cccc(OCC(=O)NCCc3ccc(S(N)(=O)=O)cc3)c2O1	0.7%	i	-7.9%	5.0%	-0.2%	-23.5%	1.6%	0.9	16.3%
11	COc1cc(=O)n(C)c2c(O)cccc12	nt	i	3.3%	-10.1%	5.2%	2.1%	-17.7%	0.6	4.6%
12	N#CC12CCCCC1CC1CCCCC1(C#N)N2Cc1cccnc1 (configuration not stated)	-28.2%	i	4.7%	-4.4%	0.1%	-10.6%	nt	-3.5	4.3%
13	c1ccc(-c2ccn3nnnc3n2)cc1	0.7%	i	3.5%	-1.1%	12.4%	-5.2%	4.3%	-0.1	-5.7%
14	Cc1nc2ccc(NC(=S)NC3CCCCC3)cc2nc1C	-3.5%	i	-1.3%	-6.2%	3.8%	-11.8%	11.2%	1.1	11.7%
15	CCOc1ccc(-c2nnc(-c3snc(-c4ccc(F)cc4)c3N=CN(C)C)o2)cc1	-4.5%	i	-7.8%	4.2%	-0.6%	-2.9%	-8.8%	2.2	-6.2%
16	CCc1ccccc1-n1nnc(-c2nc(-c3ccccc3F)no2)c1C	nt	nt	nt	nt	0.3%	-3.7%	?	nt	14.1%
17	CCCCn1c(SCC(=O)c2cc(OC)ccc2OC)nc2cc(S(N)(=O)=O)ccc21	-2.3%	i	-13.4%	2.5%	-0.8%	-1.5%	20.8%	-2.1	3.9%
18	Cc1ccc(-c2nc(NCc3ccco3)n(S(C)(=O)=O)n2)cc1	-3.6%	i	7.8%	-26.5%	2.8%	4.0%	?	-1.2	0.1%
19	COc1cccc(C=NCCCN=Cc2cccc(OC)c2O)c1O	0.7%	i	4.4%	3.4%	-0.2%	?	-7.8%	-0.1	-1.5%
20	COc1ccc(C(=O)C2CCCN(C(=O)c3n[nH]c4c3CCCC4)C2)cc1OC (configuration not stated)	1.0%	i	4.1%	1.1%	1.9%	3.2%	10.4%	1.5	-2.1%
21	CC(C)(C)N(Cc1ccccc1)C(=O)c1ccncc1	-2.8%	i	-0.1%	-6.8%	0.6%	2.1%	-1.0%	-0.3	3.5%
22	COc1ccc(NC(=O)c2ccc3c(c2)C(=O)N(Cc2cccnc2)C3=O)c(OC)c1	-0.8%	i	-2.1%	-1.7%	0.0%	-11.9%	6.4%	1.4	5.0%
23	CC1CCCCC12NC(=O)N(CC(=O)Nc1ccc(S(=O)(=O)N3CCOCC3)cc1)C2=O (configuration not stated)	0.7%	i	9.5%	-1.3%	1.7%	7.8%	10.3%	-1.3	14.3%
24	COc1ccc(OC)c(CCNC(=O)c2ccc3c(c2)N(Cc2ccc(C)cc2)CCS3)c1	nt	nt	nt	nt	1.2%	?	-25.6%	nt	0.3%
25	CC1(C)CC(=O)C2=C(C1)Nc1ccccc1NC2c1ccc([N+](=O)[O-])cc1 (configuration not stated)	nt	i	17.8%	-2.0%	2.4%	-4.1%	-10.0%	0.4	1.3%
26	CC(CNC(=O)CCc1nnc2ccc(N3CCC4(CC3)OCCO4)nn12)c1ccccc1 (configuration not stated)	-0.5%	i	0.0%	3.1%	-0.5%	-1.8%	-10.9%	0.5	0.6%
27	CCc1cccc(CC)c1NC(=O)C1CCC(CNS(=O)(=O)c2cccc3nsnc23)CC1 (configuration not stated)	nt	nt	nt	nt	0.9%	-14.2%	-18.6%	nt	-2.0%
28	CC1(C)CC(C)(O)N(Cc2ccccc2)C(=S)N1 (configuration not stated)	1.0%	i	0.6%	7.2%	-0.3%	0.9%	6.1%	-0.1	0.0%
29	O=[N+]([O-])c1ccccc1N(CC1CO1)S(=O)(=O)c1ccccc1 (configuration not stated)	2.2%	i	-3.8%	-0.1%	3.5%	11.7%	-1.4%	-1.4	-9.1%
30	COc1ccc(CNC(=O)CCS(=O)(=O)c2ccc3c(c2)NC(=O)C(C)S3)cc1 (configuration not stated)	-7.0%	i	7.0%	3.8%	-0.6%	-1.4%	-14.4%	-1.1	5.4%
31	COc1ccccc1C(=O)Nc1cc(Cl)ccc1O	0.5%	i	8.4%	-5.8%	?	-5.5%	9.5%	-2.5	-1.6%
32	CCOc1ccccc1-n1nnnc1SCC(=O)N(C)C1CCS(=O)(=O)C1 (configuration not stated)	nt	i	-0.5%	1.5%	-1.1%	2.6%	nt	-0.2	nt
33	CCC(O)C1CCN(Cc2cn(Cc3ccccc3)nc2-c2cc3ccccc3o2)CC1 (configuration not stated)	-3.2%	i	7.5%	7.7%	-4.9%	?	-21.3%	-0.8	-1.1%
34	CCCc1[nH]n(-c2ccc([N+](=O)[O-])cc2)c(=O)c1C=NCCc1c[nH]c2ccccc12	0.5%	i	-9.3%	-0.4%	-0.2%	4.3%	nt	-4.8	?
35	CC1CCCC(C)N1C(=O)Cc1ccccc1 (configuration not stated)	1.0%	i	11.8%	-0.5%	-0.5%	3.0%	-11.3%	-0.8	9.8%
36	Cc1cc(OCC(O)CN2CCN(CCO)CC2)ccc1C(C)C (configuration not stated)	0.2%	i	-8.3%	10.9%	0.5%	-3.7%	nt	-13.2	3.3%
37	CCC(=O)c1ccccc1OCCN1CCN(CC)CC1	-1.9%	i	0.9%	0.4%	4.8%	17.3%	0.6%	0.6	-3.4%
38	CCN(Cc1cc(OC)c(OC)c(OC)c1)C(=S)Nc1cccc(SC)c1	-4.8%	i	2.0%	-0.3%	2.9%	-1.5%	?	-2.3	-18.5%
39	COc1cccc(CNC(=O)COC(=O)C2CCN(c3ccc(C(F)(F)F)cn3)CC2)c1	0.1%	i	9.1%	-0.7%	0.0%	2.0%	5.6%	-2.3	-1.2%
40	CC(=O)NC(=S)Nc1ccc(NC(=O)c2cccnc2Cl)cc1	-0.1%	i	13.1%	4.0%	-0.8%	-2.6%	-18.8%	-4.7	1.0%

Entries of single compounds as entered above:
Listed for CC(CNC(=O)CCc1nnc2ccc(N3CCC4(CC3)OCCO4)nn12)c1ccccc1 (configuration not stated) = Mm-Cpn inhibitor = -0.5%; Akt phos inh = i; EPAC2 agonist = 0.0%; EPAC2 antagonist = 3.1%; Nrf2 ARE act = -0.5%; TGFb SMAD3 inh = -1.8%; Nrf2 block = -10.9%; CCT modulator = 0.5; A549 tox = 0.6%
Listed for COc1ccccc1C(=O)Nc1cc(Cl)ccc1O = Mm-Cpn inhibitor = 0.5%; Akt phos inh = i; EPAC2 agonist = 8.4%; EPAC2 antagonist = -5.8%; Nrf2 ARE act = ?; TGFb SMAD3 inh = -5.5%; Nrf2 block = 9.5%; CCT modulator = -2.5; A549 tox = -1.6%

Continued.
#	compound	Mm-Cpn inhibitor	Akt phos inh	EPAC2 agonist	EPAC2 antagonist	Nrf2 ARE act	TGFb SMAD3 inh	Nrf2 block	CCT modulator	A549 tox
41	Cn1c(=O)c2c(ncn2Cc2nnc(N)s2)n(C)c1=O	3.7%	i	15.3%	3.4%	0.2%	-5.8%	3.1%	-0.8	-0.3%
42	Clc1ccc(-c2noc3ncnc(N4CCCCC4)c23)cc1	nt	nt	nt	nt	0.2%	-5.4%	-21.2%	nt	-1.3%
43	COc1cc(OC)cc(C(=O)N[C@H](C(=O)OCc2cc(=O)oc3cc(C)ccc23)C(C)C)c1	-0.2%	i	-1.1%	-0.2%	0.2%	?	-19.8%	-4.9	-5.1%
44	CC(C)CCn1c(O)c(N=NC(=O)c2ccco2)c2ccccc21	0.0%	i	-11.2%	-9.1%	?	-5.5%	-10.7%	-0.7	-0.4%
45	CCOc1ccc(CCNC(=O)c2cccc(-n3c(C)nc4cccnc43)c2)cc1	nt	nt	nt	nt	0.6%	0.0%	?	nt	-0.2%
46	COc1cccc(CNC(=O)CCC2CCCN(C(=O)c3ccoc3C)C2)c1 (configuration not stated)	0.7%	i	-1.4%	-3.4%	-0.2%	20.5%	3.2%	-0.5	0.5%
47	Cc1ccc(NC(=O)COC(=O)Cn2ccc(C(F)(F)F)n2)cc1Cl	0.8%	i	-5.6%	-19.0%	0.1%	-4.1%	4.0%	-0.5	2.2%

Screening data from PubChem BioAssay.

The list is partial; count on the stated rates, not on these rows.
